Screens as filed in PubChem BioAssay.
D1 antagonist: antagonists of human D1 dopamine receptor. P21728. HEK293 TREx D1 cells, calcium flux, dopamine EC80; hits give low values. activity change, negative = inhibition, % at 10 µM. actives 3.2% (n = 360,000). AID 504652; in the data active = activity change below about -30%; note: % is set by controls: 0 for no effect and ±100 for the full control effect
Target sequence (P21728 whole entry, looked up): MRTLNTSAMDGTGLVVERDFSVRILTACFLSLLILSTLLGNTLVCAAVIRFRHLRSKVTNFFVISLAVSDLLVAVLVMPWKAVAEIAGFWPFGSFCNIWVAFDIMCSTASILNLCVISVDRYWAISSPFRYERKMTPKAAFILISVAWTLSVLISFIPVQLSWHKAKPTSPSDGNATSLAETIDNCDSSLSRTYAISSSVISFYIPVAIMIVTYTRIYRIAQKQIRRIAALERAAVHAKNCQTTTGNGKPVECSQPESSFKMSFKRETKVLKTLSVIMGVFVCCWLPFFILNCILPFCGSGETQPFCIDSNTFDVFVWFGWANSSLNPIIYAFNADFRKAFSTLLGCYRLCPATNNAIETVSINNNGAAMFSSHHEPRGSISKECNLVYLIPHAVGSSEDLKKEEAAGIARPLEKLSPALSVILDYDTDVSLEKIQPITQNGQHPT
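Cells carrying a force-coupled, tetracycline-inducible human D1 receptor report calcium flux. Each well gets a 10 s baseline, compound with 180 s monitoring, then an EC80 dopamine stimulus with a second 180 s kinetic read.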
RXFP1 antag: blocks the human relaxin receptor RXFP1. HEK293-RXFP1, relaxin-stimulated cAMP HTRF, 30 min; hits give low values. actives 0.59% (n = 350,000). Q9HBX9. activity change, negative = inhibition, % at 57.5 µM;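 active = activity change of -60% or lower, but not beyond a set lower limit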; note: % is set by controls: 0 for no effect and ±100 for the full control effect
D2 antag: antagonizes the human D2 dopamine receptor. P14416. HEK293 TREx D2 cells, calcium flux, dopamine EC80. inhibition, % at 10 µM. actives 2% (n = 340,000); in the data active = inhibition above about 30%; note: 0% is about no effect
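Measurement of antagonist activity uses fluorescent calcium dye in inducible HEK293 T-REx D2 cells: 10 s baseline, compound addition with 180 s read, EC80 dopamine addition with a further 180 s read.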
TRHR enhancer: allosteric enhancers of human TRH receptor; enhancement, % at 2 µM; actives 0.66% (n = 360,000); P34981; TRHR cells, fluo-8 calcium fluorescence, EC20 TRH enhancement; AID 493056; in the data active = enhancement above about 30%; note: 0% is about no effect
Target sequence (P34981 whole entry, looked up): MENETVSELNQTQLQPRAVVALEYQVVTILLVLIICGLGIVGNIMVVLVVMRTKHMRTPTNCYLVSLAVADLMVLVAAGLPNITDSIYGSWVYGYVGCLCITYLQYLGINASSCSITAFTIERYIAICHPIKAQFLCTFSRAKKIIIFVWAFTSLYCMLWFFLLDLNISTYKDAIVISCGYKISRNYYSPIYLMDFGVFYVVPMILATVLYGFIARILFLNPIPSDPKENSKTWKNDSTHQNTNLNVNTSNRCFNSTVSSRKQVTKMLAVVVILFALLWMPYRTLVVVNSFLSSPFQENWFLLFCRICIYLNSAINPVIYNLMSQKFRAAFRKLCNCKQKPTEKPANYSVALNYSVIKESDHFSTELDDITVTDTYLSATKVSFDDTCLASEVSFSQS
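TRHR-expressing cells loaded with fluo-8 calcium dye were read kinetically (ex 480/em 530) during compound addition, then stimulated with an EC20 of TRH (10 nM final). Enhancement of the Gq-mediated intracellular calcium response was scored.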
D2 potentiator: D2 dopamine receptor (human) potentiation. P14416. potentiation, % at 10 µM. HEK293 T-REx D2, calcium flux, EC20 dopamine potentiation. AID 485347. actives 0.34% (n = 340,000);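 active = potentiation over 3 SD above the plate norm, cut at about 30% in these data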; note: 0% is about no effect
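Primary screen. Calcium kinetics in induced HEK293 T-REx D2 cells: compound pre-addition 180 s, EC20 dopamine, 180 s more.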
D2 ag: agonists of human D2 dopamine receptor; activation, % at 2 µM; actives 0.53% (n = 340,000); P14416; HEK293 T-REx D2 cells, calcium flux agonist mode;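 active = activation over 3 SD above normal in the single-dose calcium agonist read, cut at about 30% in these data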; note: 0% is about no effect
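In this primary screen, compounds producing a positive calcium signal within 180 s of addition to tetracycline-induced, force-coupled HEK293 Trex D2 cells are flagged; cells are dye-loaded with a no-wash calcium kit beforehand.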
D1 potentiator: potentiators of human D1 dopamine receptor; AID 504651; actives 0.036% (n = 360,000); potentiation, % at 10 µM; HEK293 TREx D1 cells, calcium flux, dopamine EC20 potentiation; in the data active = potentiation above about 30%; note: 0% is about no effect
D1 agonist: activates the human D1 dopamine receptor. activation, % at 2 µM. P21728. actives 1% (n = 360,000). HEK293 T-REx D1 cells, calcium flux, agonist mode. AID 504660; in the data active = activation above about 30%; note: 0% is about no effect
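Inducible HEK293 T-REx D1 cells, force-coupled to calcium signalling, were plated at 4000 cells/well with tetracycline and held overnight at 30 C. After no-wash calcium dye loading, compound-evoked calcium rise over 180 s flagged agonists.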
RXFP1 agonist: agonists of human relaxin receptor RXFP1; Potency, µM (top dose mostly 57.5 µM), inactives show at the highest dose activation, usual class: activators; Q9HBX9; HEK293T-RXFP1 cAMP TR-FRET, 30 min; response scale: percent of porcine relaxin response, buffer zero; AID 2676; actives 0.3% (n = 370,000); active = well fitted activation curve with a large enough effect; note: potency is the fitted concentration of half-maximal effect; % is set by controls: 0 for no effect and ±100 for the full control effect; nearly all actives have a fitted effect of over 60% in size; many of its hits are not listed in these tables
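HEK293 cells stably expressing RXFP1, treated 30 min at 37C with compounds plus PDE4 inhibitor Ro 20174; cAMP measured by HTRF TR-FRET. Normalized to buffer and 29 nM porcine relaxin; EC50 by Hill fit.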
* = called active by the depositor; x = not tested or not shown. The list is partial. The share of hits here may be higher or lower than overall.

A first look (2 entries):
SMILES | D1 antagonist | RXFP1 antag | D2 antag | TRHR enhancer | D2 potentiator | D2 ag | D1 potentiator | D1 agonist | RXFP1 agonist
O=C(CN1C(=O)c2cccc3cccc(c23)C1=O)N1CCN(Cc2ccc3c(c2)OCO3)CC1 | -0.5 | -29.8 | 0.0 | -9.6 | 2.0 | 0.3 | 4.7 | -0.1 | 0.8%
COCC1CCCCN1C(=O)c1ccc2oc(CCCc3ccccc3)nc2c1 (stereo not given) | -25.1 | -9.1 | -6.2 | 0.9 | -1.3 | 0.8 | -0.2 | 8.7 | 1.8%

The listing, from the first entry:
SMILES | D1 antagonist | RXFP1 antag | D2 antag | TRHR enhancer | D2 potentiator | D2 ag | D1 potentiator | D1 agonist | RXFP1 agonist
O=C(CN1C(=O)c2cccc3cccc(c23)C1=O)N1CCN(Cc2ccc3c(c2)OCO3)CC1 | -0.5 | -29.8 | 0.0 | -9.6 | 2.0 | 0.3 | 4.7 | -0.1 | 0.8%
COCC1CCCCN1C(=O)c1ccc2oc(CCCc3ccccc3)nc2c1 (stereo not given) | -25.1 | -9.1 | -6.2 | 0.9 | -1.3 | 0.8 | -0.2 | 8.7 | 1.8%
Cc1cccc(NS(=O)(=O)c2ccc([N+](=O)[O-])cc2)n1 | 0.5 | 4.2 | -13.2 | -2.4 | 11.2 | -0.2 | 2.5 | 4.4 | 6.4%
Cc1ccc(NC(=O)c2nnn(CC(=O)Nc3ccc4c(c3)OCO4)c2N)cc1C | 0.8 | -26.3 | 5.6 | -8.3 | -2.1 | 0.1 | -0.9 | 1.1 | -0.3%
Cc1cccc(NC(=O)CCS(=O)(=O)c2ccc(Br)cc2)c1 | -0.7 | -8.8 | -15.8 | 7.4 | -9.2 | -0.4 | 1.5 | 4.5 | -2.3%
O=C(c1cccnc1)N1N=C(c2cccs2)CC1c1ccc(F)cc1 (stereo not given) | -3.1 | -7.6 | 12.4 | 13.8 | 3.5 | 0.1 | 1.4 | 2.4 | 1.7%
CC(C)CNC(=O)C(=O)NCC1OCCCN1S(=O)(=O)c1ccc2c(c1)OCCO2 (stereo not given) | -4.5 | -21.9 | -2.1 | 0.2 | -0.7 | -0.1 | -6.2 | 3.2 | 2.1%
COCCN(CCOC)S(=O)(=O)c1ccc(C(=O)Nc2nnc(C3CC3)o2)cc1 | 10.8 | 5.2 | -3.9 | 0.4 | -4.2 | -0.1 | -1.6 | -3.3 | 0.1%
COc1ccc2c(c1)C(=NNC(=O)c1ccccn1)c1cc(OC)ccc1-2 | -10.9 | -2.2 | 4.2 | -9.0 | -0.1 | -1.4 | 5.7 | 0.3 | -2.1%
CC1CCc2c(sc(NC(=O)CSc3nnc(-c4ccccc4)o3)c2C#N)C1 (stereo not given) | -15.6 | -5.9 | -3.7 | -4.1 | -6.3 | 3.7 | -4.2 | -0.2 | 1.1%
CN(C)CC/C=C1\c2cc(F)ccc2CSc2ccccc21 | -92.7* | x | 36.8* | -1.4 | -25.4 | 0.3 | -6.0 | 22.7 | -0.5%
Cc1cccc(OCC(=O)Nc2ccc(NC(=O)c3ccco3)cc2)c1 | -12.7 | -0.3 | 12.5 | -1.5 | -13.0 | -0.1 | -7.5 | 2.7 | -1.4%
CC1CCCN(c2ncnc3c2cnn3-c2ccc(F)cc2)C1 (stereo not given) | -4.7 | -21.2 | x | -6.6 | -5.7 | 0.9 | -1.6 | 2.8 | -0.6%
COc1ccc(N(CC(=O)Nc2cccc(C)c2C)S(=O)(=O)c2c(C)n[nH]c2C)cc1 | -9.4 | 23.9 | -13.7 | 0.5 | 1.9 | 0.6 | 4.2 | -2.1 | 1.6%
CCOC(=O)C1=C(COc2ccc(F)cc2Cl)NC(=O)NC1c1cc(C)ccc1C (stereo not given) | -13.7 | 13.1 | -8.2 | 13.6 | 17.8 | 0.9 | 1.9 | 1.4 | 2.6%
CCN1C(=O)c2ccc(C(=O)O)cc2C1=O | 0.4 | 1.0 | -8.4 | 3.2 | 4.3 | 0.4 | 1.4 | 0.5 | 2.1%
CCC(C(=O)Nc1cc(OC)cc(OC)c1)n1nc(-c2ccc(C)c(C)c2)ccc1=O (stereo not given) | -3.6 | -3.5 | x | -3.9 | 12.0 | -0.3 | 3.8 | 3.9 | -0.2%
COc1cc(C(=O)Oc2c(Sc3ccc(C)cc3)c(C)nn2-c2ccccc2)cc(OC)c1OC | -1.2 | x | x | 2.0 | 29.0 | -1.0 | 6.0 | 2.8 | -1.3%
CCCC(=O)Nc1c(C)nn(C(=O)CCC)c1C | -12.6 | 2.2 | -18.1 | -1.6 | -7.2 | 0.3 | 9.2 | 0.2 | -0.4%
O=C1c2ccccc2S(=O)(=O)N1Cc1ccccc1[N+](=O)[O-] | 16.5 | 12.1 | 0.3 | -1.0 | 5.7 | 1.0 | -8.3 | 0.9 | -1.9%
NC(=O)NC(=O)COC(=O)c1cccc(S(=O)(=O)N2CCCCCC2)c1 | -43.6* | 6.4 | 13.4 | 2.7 | 7.2 | 1.1 | -5.5 | 1.2 | 3.1%
Fc1ccc(NC(=S)NN=C2CCCCCC2)cc1 | -16.3 | 7.5 | -17.2 | -2.5 | 8.8 | -0.5 | -3.0 | 1.3 | 0.0%
Cn1ncc2c(Nc3ccc(O)cc3)nc(Cl)nc21 | -7.9 | -4.2 | 4.4 | 4.3 | 11.9 | 2.4 | -0.7 | 0.7 | 20.2%
CSc1ccccc1C(=O)NC1CCCN(Cc2ccccc2F)C1 (stereo not given) | 3.5 | -0.1 | -1.4 | -9.1 | 6.2 | 0.4 | -2.9 | 1.6 | 0.5%
Cc1csc(SCC(=O)Nc2ccccc2[N+](=O)[O-])n1 | -4.9 | -18.7 | 5.1 | -1.5 | x | 1.8 | -4.4 | 1.3 | 0.9%
Cc1cc(C)n(-c2nc3c(c(=O)[nH]c(=O)n3C)n2CC(O)COc2ccc(Cl)cc2Cl)n1 (stereo not given) | 1.0 | 2.0 | 7.2 | -0.2 | -8.7 | -0.1 | -4.8 | 0.1 | 2.3%
CC(=O)N1c2ccc(S(=O)(=O)N3CCN(c4ccc(C)cc4C)CC3)cc2CC1C (stereo not given) | 8.6 | -4.5 | x | 8.9 | -2.6 | -1.0 | -1.8 | 0.1 | 0.7%
COc1ccc(C(c2sc3nc(C)nn3c2O)N2CCC(O)CC2)cc1OC (stereo not given) | -0.7 | 1.7 | -1.4 | 3.5 | 12.9 | -0.3 | -8.8 | 3.9 | 1.8%
CCN1C(=O)[C@H]2[C@@H](c3ccc(C)cc3)N3C(=O)N(c4ccc(C(F)(F)F)cc4)C(=O)[C@@]3(CC)[C@H]2C1=O | 5.3 | x | -24.8 | 1.9 | 8.3 | 0.2 | 3.6 | 0.9 | 0.3%
COc1cc(C(C)=O)ccc1COc1ccc(C(=O)OC(C)C(=O)NC(N)=O)cc1OC (stereo not given) | 12.3 | -15.3 | -6.1 | -1.4 | 14.9 | 0.2 | 4.8 | 3.0 | 0.6%
COc1ccc(/C=N/NC(=O)c2ccc(CSc3nncn3C)cc2)cc1OC | 1.1 | -9.0 | 10.7 | 0.4 | -10.9 | 2.4 | -1.7 | 0.8 | 0.6%
O=C1CCN(Cc2ccc(O)cc2)CCN1[C@H](CO)Cc1ccccc1 | 10.5 | x | 18.4 | -8.2 | 1.2 | 0.8 | -4.7 | 2.2 | -1.1%
COc1ccccc1C(C(=O)NC1CCCCC1)N(C(=O)c1csnn1)C1CC1 (stereo not given) | -18.0 | -11.7 | 2.3 | -2.9 | 3.9 | 0.9 | x | 4.2 | 0.0%
CCOc1ccc(NC(=O)Cc2c(C(=O)O)n(C)c3ccccc23)cc1 | -15.6 | -1.1 | 3.4 | 1.5 | 7.5 | 0.2 | -4.3 | 2.0 | 5.8%
CCOc1cccc(CNCCCSc2ncccn2)c1 | -3.0 | 3.2 | 4.8 | 7.1 | -10.1 | 0.7 | -0.5 | 11.5 | 0.2%
COc1ccccc1Oc1ccc2c(c1)C(=O)N(CC1CCCO1)C2=O (stereo not given) | -14.0 | -5.0 | -5.8 | 10.5 | -7.1 | 0.7 | -8.4 | 7.6 | 2.3%
Cc1ccccc1-c1noc(-c2ccc(N3CCN(C)CC3)c([N+](=O)[O-])c2)n1 | -1.6 | x | x | 0.4 | -6.3 | -1.0 | -1.5 | 1.6 | 2.1%
CC(CC(=O)O)CC(=O)Nc1cc([N+](=O)[O-])ccc1O (stereo not given) | 14.9 | 20.5 | 8.5 | -8.6 | -1.3 | 1.0 | -8.8 | 2.7 | -0.3%
Cc1cccc(NC(=O)N2CCCCCC2)c1C | -7.9 | 7.9 | 9.4 | -13.1 | 6.9 | 1.2 | 0.2 | 0.6 | -2.1%
CC(C)Oc1ccc(NC(=O)CCC(=O)O)cc1 | 5.0 | 9.6 | -0.7 | -1.7 | 2.1 | -0.1 | -4.6 | 2.4 | -1.0%
COc1cc(CNCCc2ccccc2F)ccc1OCC(=O)N1CCCCC1 | 2.5 | -8.8 | 3.7 | -4.2 | 3.1 | 7.2 | -0.1 | 1.2 | 1.4%
O=C(Cn1ncc2c3ccccc3n(Cc3ccccc3F)c2c1=O)N1CCN(c2ccccn2)CC1 | 11.5 | -5.7 | 2.1 | -0.6 | 1.2 | 0.9 | 4.5 | 2.6 | 2.2%
COc1ccc(C2CCCN2C(=S)Nc2ccccc2C)cc1OC (stereo not given) | -7.8 | -7.0 | -13.8 | 0.0 | 6.8 | 0.4 | -14.3 | 5.1 | 0.9%
CC1=C(C(=O)Nc2ccccc2)C(c2cccnc2)n2nc(-c3cccnc3)nc2N1 (stereo not given) | 13.4 | -11.8 | -7.0 | 2.7 | 1.3 | 0.9 | 0.2 | 1.1 | 1.9%
OC(c1ccccn1)(c1ccccn1)c1ccccn1 | 24.5 | x | 4.4 | 12.2 | 9.2 | -2.8 | -6.8 | 0.3 | 0.5%
Cc1ccc([C@@H]2C3COCC=C3C(C#N)=C(N)C2(C#N)C#N)o1 (stereo not given in full) | 1.5 | -23.2 | x | 16.4 | x | x | 7.5 | 3.0 | 2.1%
COc1ccc(C2C(C#N)=C(N)N(c3sc4c(c3C#N)CCCC4)C3=C2C(=O)CC(C)(C)C3)cc1OC (stereo not given) | -2.6 | -9.3 | -14.5 | -17.2 | -3.7 | 0.4 | 8.1 | 0.7 | 2.5%

3 entries picked at random from those above, as already listed:
SMILES | D1 antagonist | RXFP1 antag | D2 antag | TRHR enhancer | D2 potentiator | D2 ag | D1 potentiator | D1 agonist | RXFP1 agonist
CC1=C(C(=O)Nc2ccccc2)C(c2cccnc2)n2nc(-c3cccnc3)nc2N1 (stereo not given) | 13.4 | -11.8 | -7.0 | 2.7 | 1.3 | 0.9 | 0.2 | 1.1 | 1.9%
COc1ccc(C2CCCN2C(=S)Nc2ccccc2C)cc1OC (stereo not given) | -7.8 | -7.0 | -13.8 | 0.0 | 6.8 | 0.4 | -14.3 | 5.1 | 0.9%
COc1ccc(C2C(C#N)=C(N)N(c3sc4c(c3C#N)CCCC4)C3=C2C(=O)CC(C)(C)C3)cc1OC (stereo not given) | -2.6 | -9.3 | -14.5 | -17.2 | -3.7 | 0.4 | 8.1 | 0.7 | 2.5%
